NCOA1 inh: human NCOA1 inhibition | HEK293 GAL4-SRC1 luciferase reporter, luminescence | inhibition, % at 3.6 µM | 0.12% of 360,000 active | Q15788 | AID 588354;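 active means inhibition above the campaign mean plus 3 SD, with each screening campaign given its own cutoff, cut at about 60% in these data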;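 further: 0% = DMSO treated cells and 100% = gossypol at 36 µM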
ABHD5-PLIN5 inh: ABHD5-PLIN5 protein interaction inhibition. Q00G26+Q8WTS1. 0.78% of 360,000 active. Split G. princeps luciferase complementation, luminescence, 4 h. inhibition, % at 4 µM. AID 602281;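 active means inhibition above the mean inhibition across every tested compound plus 3 SD, cut at about 22% in these data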;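 further: 0% = DMSO only wells and the 100% control is not disclosed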
NCOA3 inh: inhibits human SRC3 coactivator; Q9Y6Q9; HEK293 GAL4-SRC3 luciferase reporter, luminescence; inhibition, % at 3.6 µM; 0.17% of 360,000 active; AID 588352;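 active means inhibition above a per-campaign cutoff, the mean of all compounds plus 3 SD, cut at about 60% in these data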;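 further: 0% = DMSO-treated cells and 100% = gossypol-treated cells at 36 µM; higher means less SRC3-driven luciferase light from the GAL4 reporter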
Exocytosis inh: blocks lytic granule exocytosis; TALL-104 LAMP-1 surface exposure, flow cytometry; cells stimulated with thapsigargin and PMA; AID 651702; 0.66% of 360,000 active; inhibition, % at 10 µM;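 active means inhibition above about 55%, limit read from the data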
NOD2 RIPK2 PPI: NOD2-RIPK2 protein interaction inhibition | O43353 | CHO BLA complementation NOD2-RIPK2, CCF4 ratio | inhibition, % at 4.98 µM | 0.38% of 360,000 active | AID 624267; in the data active means inhibition above about 21%;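 further: 0% = vehicle only and 100% = reference blocker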
TROY signal inh: inhibitors of TROY-dependent NF-kB signaling; 0.98% of 360,000 active; Q293 LMP1-TROYcd NF-kB luciferase reporter, 4 h; inhibition, % at 10 µM;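 active means compounds whose plate-normalised and pattern-corrected inhibition of the luciferase reporter signal at the single screening dose is 50% or more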
TWEAK Fn14 block: TWEAK-Fn14 signaling inhibition. inhibition, % at 10 µM. TWEAK-stimulated Fn14 reporter cells, luciferase luminescence, 8 h. 2% of 360,000 active; in the data active means inhibition above about 50%
NR2F2 inh: inhibitors of human COUP-TFII (NR2F2). inhibition, % at 8.6 µM. AID 686940. 0.7% of 370,000 active. HEK293T NGFI-A luciferase reporter, luminescence;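 active means inhibition above a per-plate cutoff, mean inhibition of test wells between control levels plus 3 SD, cut at about 38% in these data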;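 further: cells cotransfected with COUP-TFII expression vector driving the NGFI-A reporter; 0% = median of COUP-TF2 test wells and 100% = reporter-only cells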
LRH-1 inv ag: inverse agonists of human LRH-1 (NR5A2); O00482; HEK293T StAR-luciferase reporter, LRH-1 transfected, 24 h; inhibition, % at 3.6 µM; 0.13% of 360,000 active; AID 602396;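 active means inhibition above the mean inhibition of all tested compounds plus 3 SD, cut at about 73% in these data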;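 further: 0% = DMSO wells and 100% = reporter-only cells lacking LRH-1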
SRC2 inh: human SRC2 (NCOA2) inhibition; Q15596; HEK293 GAL4-SRC2 luciferase reporter, luminescence; inhibition, % at 9 µM; 0.17% of 370,000 active; AID 651957;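 active means inhibition above the mean inhibition of all tested compounds plus 3 SD, set per campaign, cut at about 52% in these data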;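 further: 0% = DMSO treated cells and 100% = cells given Gossypol at 36 µM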
TLR9-MyD88 inh: blocks human TLR9 binding to MyD88 | CHO BLA complementation TLR9-MyD88, CCF4 FRET ratio | Q9NR96+Q99836 | inhibition, % at 4.98 µM | 0.21% of 340,000 active | AID 504734;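 active means inhibition above the mean over all tested compounds plus 3 SD, cut at about 21% in these data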;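 further: 0% = DMSO only wells and 100% = clavulanate BLA inhibitor control wells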
Target sequence (Q99836 whole entry, looked up): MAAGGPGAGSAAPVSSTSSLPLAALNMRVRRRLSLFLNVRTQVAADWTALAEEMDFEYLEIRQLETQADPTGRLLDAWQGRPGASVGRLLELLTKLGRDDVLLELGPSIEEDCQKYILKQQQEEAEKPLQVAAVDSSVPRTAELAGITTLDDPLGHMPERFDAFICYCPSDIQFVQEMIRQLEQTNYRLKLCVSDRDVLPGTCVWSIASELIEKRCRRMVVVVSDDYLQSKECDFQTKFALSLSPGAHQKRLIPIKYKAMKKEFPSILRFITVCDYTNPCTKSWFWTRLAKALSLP
Target sequence (Q9NR96 whole entry, looked up): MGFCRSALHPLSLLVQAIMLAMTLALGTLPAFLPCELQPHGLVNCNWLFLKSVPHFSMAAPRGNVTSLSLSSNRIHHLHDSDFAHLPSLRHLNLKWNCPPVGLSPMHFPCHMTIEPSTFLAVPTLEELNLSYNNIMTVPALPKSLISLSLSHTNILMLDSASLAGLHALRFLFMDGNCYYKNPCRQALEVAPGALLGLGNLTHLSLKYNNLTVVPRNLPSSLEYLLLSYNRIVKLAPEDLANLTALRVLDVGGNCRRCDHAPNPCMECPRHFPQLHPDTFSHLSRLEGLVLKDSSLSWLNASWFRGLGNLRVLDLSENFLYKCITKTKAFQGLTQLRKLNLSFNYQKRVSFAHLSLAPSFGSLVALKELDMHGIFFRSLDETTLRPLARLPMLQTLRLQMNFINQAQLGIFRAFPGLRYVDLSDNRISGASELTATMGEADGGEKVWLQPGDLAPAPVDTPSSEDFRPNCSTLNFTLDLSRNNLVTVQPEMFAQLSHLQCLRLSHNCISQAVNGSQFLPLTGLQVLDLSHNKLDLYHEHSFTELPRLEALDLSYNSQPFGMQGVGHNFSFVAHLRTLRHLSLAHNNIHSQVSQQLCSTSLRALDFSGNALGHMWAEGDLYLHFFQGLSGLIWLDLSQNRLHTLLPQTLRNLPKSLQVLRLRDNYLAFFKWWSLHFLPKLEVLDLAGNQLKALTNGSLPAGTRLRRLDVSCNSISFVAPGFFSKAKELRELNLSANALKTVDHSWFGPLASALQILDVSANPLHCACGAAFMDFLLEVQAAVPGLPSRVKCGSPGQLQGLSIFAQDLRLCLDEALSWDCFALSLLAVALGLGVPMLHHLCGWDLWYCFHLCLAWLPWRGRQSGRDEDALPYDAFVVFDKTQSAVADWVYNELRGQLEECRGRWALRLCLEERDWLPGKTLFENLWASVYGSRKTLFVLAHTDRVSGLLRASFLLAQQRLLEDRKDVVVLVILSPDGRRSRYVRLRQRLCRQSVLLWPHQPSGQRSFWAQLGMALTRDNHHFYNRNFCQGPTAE
Starred values were filed as active, the others as inactive.

What do the screens show for `O=C(Cc1c(O)c2ccccc2[nH]c1=O)NCc1ccccc1F`?
NCOA1 inh: -27; ABHD5-PLIN5 inh: -2; NCOA3 inh: 8; Exocytosis inh: 1; NOD2 RIPK2 PPI: -4; TROY signal inh: 4; TWEAK Fn14 block: -13; NR2F2 inh: 7; LRH-1 inv ag: 3; SRC2 inh: 0; TLR9-MyD88 inh: 6

What do the screens show for `Cc1ccc(C)c(N(CC(=O)NN=C2CCCCCCC2)S(C)(=O)=O)c1`?
NCOA1 inh: -14; ABHD5-PLIN5 inh: 11; NCOA3 inh: -33; Exocytosis inh: 2; NOD2 RIPK2 PPI: -5; TROY signal inh: 2; TWEAK Fn14 block: 6; NR2F2 inh: 23; LRH-1 inv ag: 8; SRC2 inh: 0; TLR9-MyD88 inh: 6

What do the screens show for `COc1ccc(N2CCN(C(=O)CSc3nnc(-c4ccc5[nH]c(C)c(C)c5c4)o3)CC2)cc1`?
NCOA1 inh: 8; ABHD5-PLIN5 inh: 4; NCOA3 inh: 20; Exocytosis inh: -2; NOD2 RIPK2 PPI: 0; TROY signal inh: -11; TWEAK Fn14 block: 9; NR2F2 inh: -8; LRH-1 inv ag: 33; SRC2 inh: -16; TLR9-MyD88 inh: 3

Results for CC(C)(C)C(=O)Nc1ncc(C(F)(F)F)cc1Cl ?
NCOA1 inh: 4; ABHD5-PLIN5 inh: -2; NCOA3 inh: -3; Exocytosis inh: -2; NOD2 RIPK2 PPI: -1; TROY signal inh: 4; TWEAK Fn14 block: 3; NR2F2 inh: 7; LRH-1 inv ag: -9; SRC2 inh: 7; TLR9-MyD88 inh: 12

How did C[C@@H](CSc1ccccc1)CN1CC[C@H](C(C)(C)C)CCC1=O do in these assays?
NCOA1 inh: -23; ABHD5-PLIN5 inh: 2; NCOA3 inh: 1; Exocytosis inh: -7; NOD2 RIPK2 PPI: 6; TROY signal inh: -2; TWEAK Fn14 block: -18; NR2F2 inh: -1; LRH-1 inv ag: -7; SRC2 inh: -4; TLR9-MyD88 inh: 2

Results for C[C@H]1[C@@H](Cc2cc(Cl)cc(Cl)c2)N(c2ccccc2)c2ccccc2CN1Cc1ccccc1 ?
ABHD5-PLIN5 inh: 11; Exocytosis inh: -4; NOD2 RIPK2 PPI: -3; NR2F2 inh: 27; LRH-1 inv ag: -10; SRC2 inh: 9

What do the screens show for `CCC(C)(C)n1nnnc1C(C(C)C)N(Cc1ccco1)Cc1cc2cc3c(cc2[nH]c1=O)OCO3` (stereo not given)?
NCOA1 inh: 4; ABHD5-PLIN5 inh: 17; NCOA3 inh: -13; Exocytosis inh: -1; NOD2 RIPK2 PPI: 44*; TROY signal inh: 0; TWEAK Fn14 block: 11; NR2F2 inh: -19; LRH-1 inv ag: 10; SRC2 inh: 11; TLR9-MyD88 inh: 15

How did CN(C)S(=O)(=O)c1ccc(Cl)c(C(=O)NC2=NCCS2)c1 do in these assays?
NCOA1 inh: 15; ABHD5-PLIN5 inh: 3; NCOA3 inh: -4; Exocytosis inh: 4; NOD2 RIPK2 PPI: 1; TROY signal inh: 11; TWEAK Fn14 block: 1; NR2F2 inh: 15; LRH-1 inv ag: 6; SRC2 inh: 21; TLR9-MyD88 inh: -2

Results for Cc1cc(C)c(NC(=O)CS(=O)CC(=O)NCC2CCCO2)c(C)c1 (stereo not given) ?
NCOA1 inh: -6; ABHD5-PLIN5 inh: -2; NCOA3 inh: -7; Exocytosis inh: -1; NOD2 RIPK2 PPI: -7; TROY signal inh: 7; TWEAK Fn14 block: 4; NR2F2 inh: 2; LRH-1 inv ag: 12; SRC2 inh: 9; TLR9-MyD88 inh: 3

How did CC(C)c1ccc(NC(=O)Cn2nnc(C(=O)NCc3ccc4c(c3)OCO4)c2N)cc1 do in these assays?
NCOA1 inh: -40; ABHD5-PLIN5 inh: 5; NCOA3 inh: 21; Exocytosis inh: 0; NOD2 RIPK2 PPI: -5; TROY signal inh: -10; TWEAK Fn14 block: -2; NR2F2 inh: 15; LRH-1 inv ag: 6; SRC2 inh: 8; TLR9-MyD88 inh: 5

Results for CCCC(=O)Nc1ccc(C(=O)N2CCCC2)cc1 ?
NCOA1 inh: -22; ABHD5-PLIN5 inh: 1; NCOA3 inh: -13; Exocytosis inh: 1; NOD2 RIPK2 PPI: 3; TROY signal inh: 9; TWEAK Fn14 block: 9; NR2F2 inh: 8; LRH-1 inv ag: -11; SRC2 inh: -3; TLR9-MyD88 inh: 5

How did COc1ccc(N2CCN(C(=O)c3c(-c4c(F)cccc4Cl)noc3C)CC2)cc1 do in these assays?
NCOA1 inh: -9; ABHD5-PLIN5 inh: 5; NCOA3 inh: 10; Exocytosis inh: -7; NOD2 RIPK2 PPI: -12; TROY signal inh: -4; TWEAK Fn14 block: 6; NR2F2 inh: 0; LRH-1 inv ag: 6; SRC2 inh: 20; TLR9-MyD88 inh: -2

How did COc1ccccc1CCN=C(N)NS(=O)(=O)c1ccc(C)cc1 do in these assays?
NCOA1 inh: -4; ABHD5-PLIN5 inh: -1; NCOA3 inh: 5; Exocytosis inh: 9; NOD2 RIPK2 PPI: 11; TROY signal inh: 13; TWEAK Fn14 block: -2; NR2F2 inh: 7; LRH-1 inv ag: -11; SRC2 inh: 20; TLR9-MyD88 inh: -5

Results for CCc1nnc(NS(=O)(=O)c2ccc(NC(=O)c3ccccc3O)cc2)s1 ?
NCOA1 inh: 16; ABHD5-PLIN5 inh: -4; NCOA3 inh: 7; Exocytosis inh: -2; NOD2 RIPK2 PPI: 1; TROY signal inh: -20; TWEAK Fn14 block: 22; NR2F2 inh: 5; LRH-1 inv ag: -13; SRC2 inh: 0; TLR9-MyD88 inh: -2

What do the screens show for `O=C(OCc1cc(=O)n2cc(Br)ccc2n1)C1COc2ccccc2O1` (stereo not given)?
NCOA1 inh: -9; ABHD5-PLIN5 inh: 7; NCOA3 inh: 8; Exocytosis inh: 2; NOD2 RIPK2 PPI: -4; TROY signal inh: -29; TWEAK Fn14 block: 15; NR2F2 inh: -1; LRH-1 inv ag: -4; SRC2 inh: 10; TLR9-MyD88 inh: 2

Retrieved by structure from the list above:
How did CN(C)S(=O)(=O)c1ccc(Cl)c(C(=O)NC2=NCCS2)c1 do in these assays?
NCOA1 inh: 15; ABHD5-PLIN5 inh: 3; NCOA3 inh: -4; Exocytosis inh: 4; NOD2 RIPK2 PPI: 1; TROY signal inh: 11; TWEAK Fn14 block: 1; NR2F2 inh: 15; LRH-1 inv ag: 6; SRC2 inh: 21; TLR9-MyD88 inh: -2

How did COc1ccccc1CCN=C(N)NS(=O)(=O)c1ccc(C)cc1 do in these assays?
NCOA1 inh: -4; ABHD5-PLIN5 inh: -1; NCOA3 inh: 5; Exocytosis inh: 9; NOD2 RIPK2 PPI: 11; TROY signal inh: 13; TWEAK Fn14 block: -2; NR2F2 inh: 7; LRH-1 inv ag: -11; SRC2 inh: 20; TLR9-MyD88 inh: -5

Next part:
What do the screens show for `CCC(CC)c1nnc(NC(=O)C2COc3ccccc3O2)s1` (stereo not given)?
NCOA1 inh: -79; ABHD5-PLIN5 inh: -1; NCOA3 inh: -46; Exocytosis inh: 0; NOD2 RIPK2 PPI: -15; TROY signal inh: 32; TWEAK Fn14 block: 25; NR2F2 inh: -47; LRH-1 inv ag: -111; SRC2 inh: -42; TLR9-MyD88 inh: -6

How did O=C1COc2ccc(C(=O)CSc3nnc(Cc4cccs4)n3-c3ccc(Cl)cc3)cc2N1 do in these assays?
NCOA1 inh: -13; ABHD5-PLIN5 inh: 3; NCOA3 inh: 7; Exocytosis inh: 42; NOD2 RIPK2 PPI: -7; TROY signal inh: 9; TWEAK Fn14 block: -21; NR2F2 inh: 24; LRH-1 inv ag: -20; SRC2 inh: 1; TLR9-MyD88 inh: 0

How did CCOC(=O)c1sc(Nc2ccc(Br)cc2)nc1C do in these assays?
NCOA1 inh: -60; ABHD5-PLIN5 inh: -13; NCOA3 inh: -17; Exocytosis inh: 4; NOD2 RIPK2 PPI: -11; TROY signal inh: -60; TWEAK Fn14 block: -12; NR2F2 inh: -40; LRH-1 inv ag: -19; SRC2 inh: -50; TLR9-MyD88 inh: -20

Results for COC(=O)c1ccc(CNC(=O)COc2ccccc2Br)o1 ?
NCOA1 inh: -17; ABHD5-PLIN5 inh: 2; NCOA3 inh: 12; Exocytosis inh: 0; NOD2 RIPK2 PPI: 5; TROY signal inh: 0; TWEAK Fn14 block: -2; NR2F2 inh: -3; LRH-1 inv ag: -2; SRC2 inh: -14; TLR9-MyD88 inh: 0

Results for COc1ccc(C(C)=O)cc1COC(=O)CSC(C)C(=O)Nc1cc(C)on1 (stereo not given) ?
NCOA1 inh: -5; ABHD5-PLIN5 inh: -2; NCOA3 inh: 7; Exocytosis inh: -2; NOD2 RIPK2 PPI: -4; TROY signal inh: -28; TWEAK Fn14 block: 5; NR2F2 inh: 7; LRH-1 inv ag: 1; SRC2 inh: -3; TLR9-MyD88 inh: 4

How did CCOc1ccc(Br)cc1S(=O)(=O)Nc1ccccc1N1CCOCC1 do in these assays?
NCOA1 inh: -31; ABHD5-PLIN5 inh: 2; NCOA3 inh: -4; Exocytosis inh: -2; NOD2 RIPK2 PPI: 8; TROY signal inh: 0; TWEAK Fn14 block: 14; NR2F2 inh: 0; LRH-1 inv ag: -1; SRC2 inh: 7; TLR9-MyD88 inh: -6

Results for CC1=C(C)CC2C(=O)N(c3cccc4ccccc34)C(=O)C2C1 (stereo not given) ?
NCOA1 inh: 7; ABHD5-PLIN5 inh: 0; NCOA3 inh: -1; Exocytosis inh: 1; NOD2 RIPK2 PPI: -4; TROY signal inh: 1; TWEAK Fn14 block: 12; NR2F2 inh: -5; LRH-1 inv ag: 4; SRC2 inh: -1; TLR9-MyD88 inh: 8

How did CCCC(C)NNC(=O)c1cc2ccccc2[nH]1 (stereo not given) do in these assays?
NCOA1 inh: -2; ABHD5-PLIN5 inh: 3; NCOA3 inh: 11; Exocytosis inh: -1; NOD2 RIPK2 PPI: -20; TROY signal inh: -14; TWEAK Fn14 block: 9; NR2F2 inh: -12; LRH-1 inv ag: 13; SRC2 inh: -10; TLR9-MyD88 inh: -11

What do the screens show for `CS(=O)(=O)N(CC(=O)Nc1c(F)cccc1F)c1cccc([N+](=O)[O-])c1`?
NCOA1 inh: -11; ABHD5-PLIN5 inh: -6; NCOA3 inh: 17; Exocytosis inh: -1; NOD2 RIPK2 PPI: -1; TROY signal inh: 12; TWEAK Fn14 block: 15; NR2F2 inh: -3; LRH-1 inv ag: 13; SRC2 inh: 3; TLR9-MyD88 inh: -4

What do the screens show for `O=C1NC(c2ccccc2Br)=N/C1=C\c1ccco1`?
NCOA1 inh: -51; ABHD5-PLIN5 inh: 7; NCOA3 inh: -86; Exocytosis inh: 1; NOD2 RIPK2 PPI: -10; TROY signal inh: -22; TWEAK Fn14 block: -3; NR2F2 inh: -20; LRH-1 inv ag: -13; SRC2 inh: -42; TLR9-MyD88 inh: 11

What do the screens show for `CC(C)(C)n1nnnc1C(c1cccc(C#N)c1)N1CCCc2ccccc21` (stereo not given)?
NCOA1 inh: 7; ABHD5-PLIN5 inh: 3; NCOA3 inh: 12; Exocytosis inh: 3; NOD2 RIPK2 PPI: 2; TROY signal inh: 38; TWEAK Fn14 block: 50*; NR2F2 inh: 15; LRH-1 inv ag: 19; SRC2 inh: -1; TLR9-MyD88 inh: -1

Screening data: PubChem, several laboratories

A portion of the library; the hit share may differ from the screen's.
